hERG protect: hERG (human) protection from proarrhythmic block; Q12809; CHO-hERG, FluxOR thallium flux, dofetilide IC70 present; activation (rescue from dofetilide block), less the hit threshold, % at 10 µM; actives 0.51% (n = 310,000);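 active = activation above the mean of controls blocked by dofetilide plus 5 SD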;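 also: thallium influx through hERG after potassium depolarization seen as dye fluorescence rise; in these data hits start at about 4.7%; inactives centre near -7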
TRPC4 act: TRPC4 (mouse) channel activation. Q9QUQ5. HEK293 TRPC4beta/mu-opioid, Fluo4 calcium fluorescence; stronger effect = higher value. B-score at 10 µM. actives 0.49% (n = 310,000);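 active = B-score above 5 SD of library B-scores, and initial fluorescence ratio not above library mean plus 5 SD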;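 also: positive B-score marks a calcium rise read as TRPC4 activation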
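Incubation: 45 min room-temperature Fluo4 loading, 110 s read / System: HEK293 cells stably co-expressing mouse TRPC4beta and mu-opioid receptor / Signal: Fluo4 fluorescence, kinetic / Control set: buffer (low) and maximal DAMGO (high) / Measure: integrated baseline-normalised fluorescence ratio, converted to per-well B score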
Dyrk1A ADPGlo: Dyrk1A (rat) kinase inhibition | Q63470 | ADP-Glo luminescence, NFATc1 peptide | inhibition, % at 12.5 µM | actives 0.43% (n = 310,000) | AID 504441; in the data active = inhibition above about 50%;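 also: plate controls were vehicle with enzyme for no effect and no enzyme for full effect; many of its hits are not listed in these tables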
KCNK9 block: inhibitors of human KCNK9 two-pore domain potassium channel; HEK293 KCNK9, FluxOR thallium flux fluorescence; stronger effect = lower value; Q9NPC2; AID 488922; B-score at 10 µM; actives 1.2% (n = 310,000);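 active = ratio B-score over 3 SD below the library mean, with starting fluorescence within 5 SD of its mean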;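 also: negative B-score means less thallium flux so channel inhibition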
Target sequence (Q9NPC2 whole entry, looked up, the tested form may be a part): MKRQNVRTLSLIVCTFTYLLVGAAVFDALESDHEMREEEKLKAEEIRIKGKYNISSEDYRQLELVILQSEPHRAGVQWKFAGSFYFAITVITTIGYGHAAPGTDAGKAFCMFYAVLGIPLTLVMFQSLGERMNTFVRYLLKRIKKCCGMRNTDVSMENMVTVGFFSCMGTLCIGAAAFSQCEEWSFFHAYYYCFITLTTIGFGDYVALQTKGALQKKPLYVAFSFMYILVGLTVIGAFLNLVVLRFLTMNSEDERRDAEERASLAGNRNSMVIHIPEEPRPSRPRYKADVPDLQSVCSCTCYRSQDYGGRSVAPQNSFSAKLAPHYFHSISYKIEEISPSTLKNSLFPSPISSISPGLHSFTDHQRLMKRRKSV
TRPC4 potent: allosteric potentiators of mouse TRPC4 channel. Q9QUQ5. HEK293 TRPC4beta/mu-opioid, DAMGO EC20, Fluo-4 Ca2+ flux; stronger effect = higher value. B-score at 10 µM. actives 0.42% (n = 310,000);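 active = B-score of calcium response area above 5 SD of library B-scores, with initial fluorescence ratio within 5 SD of library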;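 also: B-score of integrated fluorescence ratio over time as area under calcium response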
ANO1 block: inhibitors of mouse TMEM16A calcium-activated chloride channel. Q8BHY3. AID 588511. normalized B-score (activity score, 25-100; higher = stronger inhibition) at 10 µM. HEK293 TMEM16A/YFP iodide influx fluorescence, ionomycin. actives 1.2% (n = 310,000);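 active = ratio plate-corrected score three or more library SD toward inhibition, starting fluorescence score within five deviations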;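 also: score derived from kinetic fluorescence span divided by baseline fluorescence per well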
HDAC3 inhib: inhibitors of human histone deacetylase 3; recombinant HDAC3, fluorogenic peptide/trypsin coupled, fluorescence; inhibition, % at 8.3 µM; actives 0.15% (n = 320,000); AID 2718; in the data active = inhibition above about 26%, passing the limit was not always enough
Target sequence (O15379 whole entry, looked up): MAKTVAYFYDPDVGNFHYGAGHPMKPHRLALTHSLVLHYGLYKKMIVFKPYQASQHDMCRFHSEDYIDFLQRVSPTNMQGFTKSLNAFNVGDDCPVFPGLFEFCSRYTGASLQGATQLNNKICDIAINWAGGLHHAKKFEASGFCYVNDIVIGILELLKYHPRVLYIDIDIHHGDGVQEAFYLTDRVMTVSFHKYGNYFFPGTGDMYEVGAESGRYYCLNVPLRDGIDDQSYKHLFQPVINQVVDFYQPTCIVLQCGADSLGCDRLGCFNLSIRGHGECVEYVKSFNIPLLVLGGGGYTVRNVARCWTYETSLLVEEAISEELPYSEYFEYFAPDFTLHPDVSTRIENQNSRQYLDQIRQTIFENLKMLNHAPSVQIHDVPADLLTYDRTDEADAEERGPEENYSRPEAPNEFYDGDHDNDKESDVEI
KCNQ1 pot: human KCNQ1 channel potentiation or activation. P51787. CHO-K1 KCNQ1, thallium flux FluxOR fluorescence; stronger effect = higher value. B-score at 10 µM. actives 0.35% (n = 310,000);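 active = fluorescence ratio B-score, a plate-corrected score, at least three library SD, with initial intensity B-score within 5 SD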
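assay system = KCNQ1-transfected CHO-K1 cells | medium = assay buffer with matched DMSO | probe or stimulus = depolarizing K+/Tl+ stimulus, K2SO4 and Tl2SO4 each 12.5 mM in 5x stock | dosing = single dose | incubation = dye 90 min, compound 20 min, room temperature | detection = kinetic FluxOR fluorescence, 10 s baseline plus 110 s post-stimulus | evaluation = ratio B score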
KCNK3 block: human KCNK3 channel inhibition, primary screen; O14649; AID 602410; B-score at 10 µM; CHO-KCNK3 thallium flux, FluxOR fluorescence; stronger effect = lower value; actives 0.84% (n = 340,000);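 active = B-score under library mean minus 4 SD, starting fluorescence ratio at most library mean plus 5 SD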;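 also: more negative B-score means stronger inhibition of thallium flux through KCNK3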
ANO1 activ: activators or potentiators of mouse TMEM16A chloride channel; Q8BHY3; HEK293 TMEM16A/YFP-H148Q/I152L, iodide quench fluorescence; stronger effect = lower value; B-score at 10 µM; actives 0.3% (n = 340,000); AID 623877;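 active = fluorescence-ratio B-score plate-corrected deviation score at least 3 library SD below zero, with starting fluorescence score within 5 deviations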;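 also: channel opened by trigger with iodide after compound preincubation; score built on the fluorescence ratio of max minus min over baseline; more negative score means more quench and so TMEM16A activation or potentiation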
KCNQ1 inh: human KCNQ1 channel inhibition; P51787; actives 1.3% (n = 310,000); B-score at 10 µM; AID 2642; CHO-K1 KCNQ1, FluxOR thallium flux fluorescence; stronger effect = higher value;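 active = compounds whose thallium flux B-score, printed positive for inhibition, exceeds three library SD while starting fluorescence stays within three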;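 also: channel opened by potassium depolarization with thallium stimulus after 20 min compound exposure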
Numbers without * were called inactive; i = inactive; . = no result given. The list is partial; count on the stated rates, not on these rows.

nr	canonical_smiles	hERG protect	TRPC4 act	Dyrk1A ADPGlo	KCNK9 block	TRPC4 potent	ANO1 block	HDAC3 inhib	KCNQ1 pot	KCNK3 block	ANO1 activ	KCNQ1 inh
1	COc1ccc(CNC(=O)COC(=O)c2ccccn2)cc1	-15.5	i	-9.4	i	i	i	2.5	i	i	i	i
2	CCN=C1SC(C(=O)Nc2ccc(Cl)c(Cl)c2)CC(=O)N1CC (stereo not drawn)	-7.2	i	-4.3	i	i	i	4.7	i	i	i	i
3	COc1cccc(N(C(=O)Cn2nnc3ccccc32)C(C(=O)NCc2ccco2)c2cccnc2)c1 (stereo not drawn)	-9.7	i	-0.2	i	i	.	.	i	i	i	i
4	O=C(/C=C/c1cccc([N+](=O)[O-])c1)Nn1c(-c2ccccc2F)nc2ccccc2c1=O	-11.6	i	-1.8	i	i	i	-0.1	i	i	i	i
5	COc1ccc(C(=O)Nc2ccc(NC(=O)c3cnccn3)cn2)cc1	-2.3	i	-7.0	i	i	i	0.7	i	i	i	i
6	CCOC(=O)C1(CCOc2ccccc2)CCN(Cc2ccccc2O)CC1	-5.8	i	.	i	i	i	-1.0	i	i	i	i
7	Cc1c(N=NC2=C(O)CCCC2=O)c(=O)n(-c2ccccc2)n1C	-10.4	i	1.2	i	i	i	2.3	i	i	i	i
8	O=C(NCCO)C(=O)c1c(-c2ccc(Cl)cc2)cc2ccccn12	-4.0	i	2.6	i	i	i	-9.2	i	i	i	i
9	COc1cc(/C=C2\C(=N)N3N=C(S(C)(=O)=O)SC3=NC2=O)cc(OC)c1OCCOc1ccc(C)cc1	-33.2	i	-3.3	i	i	i	5.4	i	-12.1*	i	i
10	CC(C)(C)CC(=O)Nc1cc2c3c(c1)CC(=O)N3CCC2	-5.9	i	0.1	i	i	i	-6.2	i	i	i	i
11	CCOc1ccc(OCC)c(NC(=O)CN2CCN(c3cccc(C)c3)CC2)c1	-5.9	i	-4.1	i	i	i	4.3	i	i	i	i
12	CCc1ccc(OCC(=O)NC(C)(C)C)cc1	-1.6	i	1.9	i	i	i	-3.4	i	i	i	i
13	CCCn1c2ccccc2c2cnn(CC(=O)NCCCN3CCCC(C)C3)c(=O)c21 (stereo not drawn)	-3.1	i	-0.5	i	i	i	-5.8	i	i	i	i
14	O=C(N/N=C/c1ccc(O)cc1)c1[nH]c2ccc(Br)cc2c1-c1ccccc1	-4.0	i	-4.1	i	i	i	11.1	i	i	i	i
15	COc1cc(/C=N/NC(=O)COc2ccc(C)cc2)ccc1OC(=O)c1cccs1	-9.3	i	2.6	i	i	i	8.8	i	i	i	i
16	CC(C)(C)Nc1nc(C(N)=O)nc(N2CCOCC2)n1	-10.1	i	9.7	i	i	i	7.6	i	i	i	i
17	CC(=O)c1c(C)[nH]c(C(=O)COc2cc(C)cc(C)c2)c1C	-7.9	i	-4.9	i	i	i	0.5	i	i	i	i
18	COCc1cc(=O)[nH]c2cc(NC(=O)C3CC3)c(C)cc12	-12.4	i	-5.5	i	i	i	2.7	i	i	i	i
19	Cn1c(N)c(S(=O)(=O)N2CCN(c3ccccc3Cl)CC2)c(=O)n(C)c1=O	-13.6	i	-6.6	i	i	i	10.4	i	i	i	i
20	c1ccc(CNc2nc(N3CCN(Cc4ccccc4)CC3)nc3ccccc23)cc1	-28.0	i	.	i	i	i	1.9	i	-10.1*	i	12*
21	Cc1ccc(NC(=O)C2CCC(CNC(=O)[C@@H]3Cc4ccccc4CN3)CC2)c(C)c1 (stereo partly drawn)	-9.6	i	3.1	i	i	i	-1.2	i	i	i	i
22	Cc1cc(OCCCn2ccnc2)ccc1[N+](=O)[O-]	-5.8	43*	1.7	i	21*	i	6.0	i	i	i	i
23	O=C(Cn1nnc(N2CCCC2)n1)N/N=C/c1ccc(Cl)cc1	-6.8	i	-3.0	i	i	i	6.1	i	i	i	i
24	c1ccc2c(c1)nnn2Cc1nnc2sc(-c3ccc4c(c3)OCCO4)nn12	-7.1	i	27.7	i	i	i	-0.8	i	i	i	i

Fetched by structure from the list above (two):
nr	canonical_smiles	hERG protect	TRPC4 act	Dyrk1A ADPGlo	KCNK9 block	TRPC4 potent	ANO1 block	HDAC3 inhib	KCNQ1 pot	KCNK3 block	ANO1 activ	KCNQ1 inh
21	Cc1ccc(NC(=O)C2CCC(CNC(=O)[C@@H]3Cc4ccccc4CN3)CC2)c(C)c1 (stereo partly drawn)	-9.6	i	3.1	i	i	i	-1.2	i	i	i	i
18	COCc1cc(=O)[nH]c2cc(NC(=O)C3CC3)c(C)cc12	-12.4	i	-5.5	i	i	i	2.7	i	i	i	i

(list continues)
nr	canonical_smiles	hERG protect	TRPC4 act	Dyrk1A ADPGlo	KCNK9 block	TRPC4 potent	ANO1 block	HDAC3 inhib	KCNQ1 pot	KCNK3 block	ANO1 activ	KCNQ1 inh
25	C/C(=N\Nc1ccc(C)c(Cl)c1)c1cccnc1	-3.5	i	-2.4	i	i	i	-15.1	i	i	i	i
26	O=S(=O)(c1ccc(Br)cc1)N1CCCc2ccccc21	-3.8	i	.	i	i	i	-3.9	i	i	i	i
27	Cn1c(=O)c2cn(Cc3ccc(Cl)cc3)cc2n(C)c1=O	-6.6	i	-7.2	i	i	i	-5.0	i	i	i	i
28	COc1ccc2c(c1)c(=O)c(C(=O)O)c(-c1ccc3c(c1)OCO3)n2C	-6.8	i	-7.8	i	i	i	-6.6	i	i	i	i
29	O=C(N/N=C(\c1ccccc1)c1cccnc1)c1cccc(F)c1	-15.4	i	.	i	i	i	-0.2	i	i	i	i
30	Cc1cc(C(=O)NC(C)C2CCCO2)no1 (stereo not drawn)	-9.4	i	.	i	i	i	0.7	i	i	i	i
31	COc1ccc(CNC(=O)CSc2ncnc3nc[nH]c23)cc1	-7.3	i	0.8	i	i	i	5.9	i	i	i	i
32	COCCn1c(COc2ccc(Cl)cc2)nnc1SCC(N)=O	0.0	i	7.9	i	i	i	-0.3	i	i	i	i
33	c1ccc(CN2CCCC3(CCCN(Cc4nc(COc5ccccc5)no4)C3)C2)cc1 (stereo not drawn)	-7.3	i	-3.3	i	i	i	1.3	i	i	i	i
34	Cc1ccc(OCC(=O)Nc2ccc3c(c2)C(=O)N(CCC(=O)O)C3=O)cc1	-5.1	i	4.7	i	i	i	-12.4	i	i	i	i
35	CCN(CC)S(=O)(=O)c1ccc2c(c1)c(=O)c(C(=O)NCCOC)cn2C	-6.1	i	-2.6	i	i	i	7.0	i	i	i	i
36	NC(=S)Nc1cnc2ccccc2c1	-6.2	i	21.0	i	i	i	-4.4	i	i	i	i
37	COc1ccc(CCNC(=O)c2cc(C(=O)c3cc(Cl)ccc3O)cn(CCc3ccc(OC)cc3)c2=O)cc1	-21.6	i	-0.9	i	i	i	4.0	i	i	i	8*
38	Cc1coc(C)c1C(=O)CC1(O)C(=O)N(CCc2ccccc2)c2ccccc21 (stereo not drawn)	-13.1	i	2.3	i	i	i	4.8	i	i	i	i
39	O=C(CCC(=O)N1CCN(S(=O)(=O)c2ccc3ccccc3c2)CC1)Nc1cc(Cl)cc(Cl)c1	-7.6	i	.	i	i	i	14.3	i	i	i	i
40	CCNc1nc(NC(C)C)nc(NS(=O)(=O)c2ccc(Cl)cc2)n1	-9.4	i	0.9	i	i	i	0.5	i	i	i	i
41	COc1ccc(Cl)cc1C(=O)NNC(=S)NC1CCCCC1	-8.6	i	.	i	i	i	-6.2	i	i	i	i
42	CCOC(=O)C1=C(N)N(c2ccc(N3CCCCC3)cc2)C(=O)C1	1.7	i	-3.1	i	i	i	-7.5	i	i	i	i
43	O=C(Nc1ccc([N+](=O)[O-])cc1)N1CCCCCC1	-4.7	i	2.6	i	i	i	4.7	i	i	i	i
44	CCN(CC)CCNC(=O)c1cn(CC)c2ccc(S(=O)(=O)N(C)C3CCCCC3)cc2c1=O	-1.0	i	-3.2	i	i	i	0.7	i	i	i	i
45	CC(C)(C)NS(=O)(=O)c1ccc(C(=O)Nc2ccc3c(c2)OCO3)cc1	-3.5	i	3.4	i	i	i	-4.6	i	i	i	i
46	Cc1ccc2[nH]c(C)c(CC(=O)O)c2c1	1.4	i	0.5	i	i	i	9.0	i	i	i	i
47	CCOc1cccc(-c2nn3c(-c4ccccn4)nnc3s2)c1	-11.2	i	6.2	i	i	i	-2.9	i	i	i	i
48	CC(=O)N1CCN(C(=O)c2ccc3c(c2)S(=O)(=O)c2ccccc2C3=O)CC1	-3.8	i	4.3	i	i	i	0.7	i	i	i	i
49	Cc1ccc(C)c(-n2c(SCC(N)=O)nnc2-c2ccccn2)c1	-1.0	i	-9.6	i	i	i	4.2	i	i	i	i
50	CCOc1cc(C=O)ccc1OCC(N)=O	-2.6	i	1.5	i	i	i	2.6	i	i	i	i
51	COc1cccc(C2C3(C#N)C(N)=NC(OC)(OC)C23C#N)c1 (stereo not drawn)	-6.9	i	6.0	i	i	i	5.2	i	i	i	i
52	Cc1cc(/C=C2\SC(=O)N(C)C2=O)c(C)n1-c1ccc(S(N)(=O)=O)cc1	1.6	i	2.2	i	i	i	8.5	i	i	i	i
53	COc1cc(C(=O)Oc2c(CN3CCOCC3)cc(Cl)c3cccnc23)cc(OC)c1OC	-10.8	i	5.7	i	i	i	-1.2	i	i	i	i
54	CN(CCCC(=O)Nc1ccc(OC(F)F)cc1)S(=O)(=O)c1ccc(F)cc1	-8.1	i	-4.5	i	i	i	3.3	i	i	i	i
55	CCC(C)[C@H](NC(=O)C1CC(=O)N(c2ccc3c(c2)OCCO3)C1)C(=O)N1CCCCC1 (stereo partly drawn)	-6.7	i	-2.1	i	i	i	-6.5	i	i	i	i
56	COc1ccccc1NC(=O)CNC(=O)c1ccc(F)cc1	-11.8	i	-0.4	i	i	i	-1.5	i	i	i	i
57	Oc1ccc(Br)cc1-c1ccnn1-c1ccccc1	-7.8	i	-17.2	i	i	i	-1.2	i	i	i	i
58	O=C(Nc1ccccc1C(=O)N1CCOCC1)c1ccncc1	-0.4	i	2.3	i	i	i	1.4	i	i	i	i
59	CCCCN(C)C(=O)CSc1nc(NCc2ccc(OC)cc2)c2ccccc2n1	-12.1	i	1.1	i	i	i	0.9	i	i	i	i
60	COC(=O)c1cc(OC)ccc1-c1ccc(OC)cc1	-3.7	i	5.6	i	i	i	-1.5	i	i	i	i
